mIDH1 inhibitor = qHTS for Inhibitors of mutant isocitrate dehydrogenase 1 (IDH1): qHTS; AID 602179, 2012; IDH1-R132H enzyme, NADPH consumption, diaphorase/resazurin fluorescence; Potency, µM (doses to about 76.6 µM), for the others: at the top dose activity change, negative = inhibition, actives largely listed as inhibitors; hit rate 0.093% among 390,000; also: potency is read from the fitted curve at half-maximal effect; % is scaled to controls: 0 for no effect and ±100 for the full control effect; nearly all actives have a fitted effect of over 65% in size
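IDH1-R132H (0.5 ug/mL) preincubated 30 min with compound, then NADPH (0.016 mM) and alpha-KG (2 mM) added; 80 min at RT, pH 7.5. Remaining NADPH coupled via diaphorase/resazurin to fluorescence (540/590 nm); concentration-response curves normalized to no-enzyme control.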
RGS4 inh = Inhibitors of Regulator of G Protein Signaling (RGS) 4: qHTS. hit rate 0.039% among 390,000. Potency, µM (series often up to 114 µM), without a hit: at the highest dose activity change, negative = inhibition, actives largely listed as inhibitors. AID 504845, 2011. Transcreener GDP fluorescence polarization, RGS4-accelerated GTP hydrolysis; also: potency is read from the fitted curve at half-maximal effect; % is scaled to controls: 0 for no effect and ±100 for the full control effect; nearly all actives have a fitted effect of over 75% in size; some results filed as inactive show a strong effect at the top dose
Target sequence (P49798 whole entry, looked up): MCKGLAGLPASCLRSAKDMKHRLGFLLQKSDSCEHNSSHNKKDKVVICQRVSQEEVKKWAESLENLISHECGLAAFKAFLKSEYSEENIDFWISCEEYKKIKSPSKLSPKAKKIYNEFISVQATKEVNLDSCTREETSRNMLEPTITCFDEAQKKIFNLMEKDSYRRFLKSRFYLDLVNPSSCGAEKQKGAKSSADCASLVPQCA
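MLSMR compounds (23 nl, pin-transferred) preincubated 10 min at room temperature with a 500nM (2x) first reagent, then RGS4 at 900nM (2x) plus Transcreener GDP mix added; fluorescence polarization (620/688 nm) read before and after 90 min at 30 °C.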
Vif-APOBEC3F blk = qHTS for Inhibitors of Vif-A3F Interactions: qHTS | Potency, µM (highest dose often 46.1 µM), for inactives: at the top dose activity, negative = active | hit rate 0.2% among 390,000 | HeLa A3F-eYFP + Vif (tagged APOBEC3F with the HIV-1 protein that degrades it), YFP fluorescence increase; also: potency is read from the fitted curve at half-maximal effect; % of control where 0% means no effect; nearly all actives have a fitted effect of over 65% in size
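HeLa cells stably expressing A3F-eYFP plus Vif, plated and incubated overnight at 37 deg C, then exposed to compounds overnight at 37 deg C. Blocked degradation read as raised yellow fluorescence (Ex 488/Em 500-530).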
rTrxR1 inhibitor = qHTS Assay for Inhibitors of Mammalian Selenoprotein Thioredoxin Reductase 1 (TrxR1): qHTS | Potency, µM (highest dose often 114 µM), for inactives: at the highest dose activity change, negative = inhibition, usual class: inhibitors | recombinant rTrxR1, NADPH fluorescence consumption, selenite substrate | hit rate 1% among 390,000 | Thioredoxin reductase 1, cytoplasmic (Rattus norvegicus), O89049; also: potency is read from the fitted curve at half-maximal effect; % is scaled to controls: 0 for no effect and ±100 for the full control effect; nearly all actives have a fitted effect of over 65% in size
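Rat TrxR1 (90 nM in the dispensed reagent) was pre-reduced with 400 uM NADPH for 5 min at room temperature, then incubated with compound for 15 min. After 400 uM selenite was added, NADPH fluorescence (Ex 340/Em 450 nm) was followed for 8 min.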
USP1 inh = Inhibitors of USP1/UAF1: Primary Screen; Ubiquitin carboxyl-terminal hydrolase 1 (Homo sapiens), O94782; recombinant USP1/UAF1, Ub-Rhodamine cleavage fluorescence; Potency, µM (titrated, usually from 57.1 µM), inactives show at the top dose activity change, negative = inhibition, hits mostly inhibitors; hit rate 0.23% among 390,000; AID 743255, 2014; also: potency is read from the fitted curve at half-maximal effect; % is scaled to controls: 0 for no effect and ±100 for the full control effect; nearly all actives have a fitted effect of over 60% in size; inactives centre near -12
Target sequence (O94782 whole entry, looked up): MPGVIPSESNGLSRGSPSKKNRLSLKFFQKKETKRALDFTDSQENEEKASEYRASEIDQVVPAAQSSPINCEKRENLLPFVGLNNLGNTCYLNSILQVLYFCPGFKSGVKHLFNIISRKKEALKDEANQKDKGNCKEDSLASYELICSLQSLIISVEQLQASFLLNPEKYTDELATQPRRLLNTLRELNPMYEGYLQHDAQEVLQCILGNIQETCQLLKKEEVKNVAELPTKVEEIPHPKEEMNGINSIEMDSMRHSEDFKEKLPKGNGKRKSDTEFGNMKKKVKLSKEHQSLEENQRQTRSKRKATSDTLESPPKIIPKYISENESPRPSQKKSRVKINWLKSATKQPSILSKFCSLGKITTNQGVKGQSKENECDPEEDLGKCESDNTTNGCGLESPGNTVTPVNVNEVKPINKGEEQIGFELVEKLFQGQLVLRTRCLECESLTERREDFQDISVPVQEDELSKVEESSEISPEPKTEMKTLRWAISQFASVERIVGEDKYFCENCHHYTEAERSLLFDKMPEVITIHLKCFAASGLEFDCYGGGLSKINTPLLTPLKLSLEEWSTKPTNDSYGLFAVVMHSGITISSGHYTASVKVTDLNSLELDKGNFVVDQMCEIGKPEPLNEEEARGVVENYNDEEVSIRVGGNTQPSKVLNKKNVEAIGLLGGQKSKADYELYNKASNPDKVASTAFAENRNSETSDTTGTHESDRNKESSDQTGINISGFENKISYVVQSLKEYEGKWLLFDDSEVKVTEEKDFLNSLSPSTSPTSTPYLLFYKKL
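USP1/UAF1 complex at 1 nM was preincubated with compound for 15 min at room temperature, then Ub-Rho substrate (150nM final) was added. Fluorescence (480/540 nm) was read kinetically, 6 reads every 60 seconds.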
Vif-APOBEC3G blk = qHTS for Inhibitors of Vif-A3G Interactions: qHTS; DNA dC->dU-editing enzyme APOBEC-3G (Homo sapiens), Q9HC16; HeLa A3G-eYFP + Vif (tagged APOBEC3G with the HIV-1 protein that degrades it), YFP fluorescence, overnight; Potency, µM (series often up to 46.1 µM), for inactives: at the highest dose activity, negative = active, hits mostly inhibitors; hit rate 0.076% among 410,000; AID 602310, 2012;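 also: potency is read from the fitted curve at half-maximal effect; % is scaled to controls: 0 for no effect and ±100 for the full control effect; nearly all actives have a fitted effect of over 60% in size; hits raise eYFP signal because A3G escapes Vif-driven loss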
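Read-out is eYFP fluorescence (Ex 488/Em 500-530) from Vif-expressing HeLa A3G-eYFP cells; more signal means A3G escaped Vif-mediated degradation. Cells plated overnight, compound pinned in, incubated overnight at 37 deg C.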
GRP78 ERSR act = qHTS for Inducers of the Endoplasmic Reticulum Stress Response (ERSR) in Human Glioma: qHTS; U87-MG GRP78 promoter luciferase reporter, 16 h; Potency, µM, for inactives: at the highest dose activation, hits mostly activators; hit rate 0.02% among 420,000; AID 602332, 2012; also: potency is read from the fitted curve at half-maximal effect; series mostly up to about 76 µM; % of control where 0% means no effect; nearly all actives have a fitted effect of over 35% in size
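Stably transfected U87-MG human glioma cells carrying a GRP78-based luminescent sensor were seeded at 1000 cells/well, pin-dosed with compounds and incubated 16 h. Luciferase reagent was then added, and end-point luminescence was read after 10 min at room temperature.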
LDHA block = qHTS assay for inhibitors of human lactate dehydrogenase; L-lactate dehydrogenase A chain (Homo sapiens), P00338; purified LDHA, NADH/diaphorase-resazurin fluorescence; active compounds read low; activity change, % (values are at about 110 or 230 µM); hit rate 0.15% among 480,000; AID 1347041, 2019; in the data active = activity change below about -30%; inconclusive = mostly about -25% to -30%;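 also: plate controls were DMSO wells for no effect and wells without enzyme for full effect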
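LDH5 2 nM; NADH 0.06 mM, pyruvate 0.2 mM; 200 mM Tris pH 7.4, EDTA, Tween-20; 5 min RT. Detection: diaphorase 0.133 mg/mL + resazurin 37 µM, fluorescence ex540/em590 at 0 and 20 min; normalized to enzyme-free and DMSO wells.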
TrxR1 substrate = qHTS Assay for Substrates of Mammalian Selenoprotein Thioredoxin Reductase 1 (TrxR1): qHTS; Potency, µM (series often up to 114 µM), without a hit: at the top dose activity change, negative = substrate turnover; purified TrxR1 substrate turnover, NADPH consumption readout; Thioredoxin reductase 1, cytoplasmic (Rattus norvegicus), O89049; AID 588456, 2011; hit rate 0.01% among 390,000; also: potency is read from the fitted curve at half-maximal effect; % is scaled to controls: 0 for no effect and ±100 for the full control effect; nearly all actives have a fitted effect of over 50% in size
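Rat TrxR1, dispensed at 90 nM, was prereduced with 400 uM NADPH (final) for 5 min at ~22 deg C, then incubated with compound 15 min before 400 uM selenite. A first-read NADPH fluorescence drop versus no-compound background flagged substrates.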
Active calls of the source: *; ? = inconclusive; . = no result given; & = joins results of further samples; [ ] = dose if it differs, or a comment. Unless noted, calls follow the shape of the dose curve; as a rule, active = well fitted curve in the direction sought with a large enough effect; inconclusive = small, poorly fitted or top-dose-only effect, or another doubt; inactive = no such curve, though single readings can be large; an effect the other way counts as inactive or inconclusive. This is a subset, so the mix of outcomes need not match the whole.

SMILES	mIDH1 inhibitor	RGS4 inh	Vif-APOBEC3F blk	rTrxR1 inhibitor	USP1 inh	Vif-APOBEC3G blk	GRP78 ERSR act	LDHA block	TrxR1 substrate
CC(=O)c1cccc(Nc2cc(C)nc3c(C)cc(C)cc23)c1	2%	-3%	-3%	-8%	-19%	6%	-4%	-1	-9%
Cc1cccc(NC(=O)c2oc3ccc(S(=O)(=O)N4CCCCC4)cc3c2C)c1C	4%	33%	2%	21%[57.1 µM]	?	-2%	-4%	-10	3%[57.1 µM]
CCN(C(=O)CSc1nc2ccc(C)cc2[nH]1)C1CCS(=O)(=O)C1 (stereo not given)	3%	-11%	2%	9%	-15%	4%	0%	-3	-4%
CCCCNS(=O)(=O)c1ccc2nc(-c3cccnc3)cc(C(=O)NCC(OC)OC)c2c1	5%	-29%	-7%	15%	-15%	-5%	-4%	-1	6%
Cc1nc(SCC(=O)OCc2ccccc2)c2c(=O)n(C)c(=O)n(C)c2n1	0%	0%	-1%	-73%	-19%	4%	-2%	-5	2%[57.1 µM]
COC(=O)C1=C(C)N(Cc2ccccc2)C(=NCCN2CCOCC2)N[C@H]1CCc1ccccc1	-8%	-4%	10%	6%[57.1 µM]	-31%	3%	-4%	-3	4%[57.1 µM]
C[C@H](CO)N1C[C@H](C)[C@@H](CN(C)S(=O)(=O)c2ccccc2)Oc2ccc(NC(=O)Cn3cnnn3)cc2C1=O	1%	9%	-1%	-5%	-25%	-2%	0%	1	3%
CC1CCCC(NC(=O)CSc2n[nH]c(N)n2)C1C (stereo not given)	0%	-2%	10%	4%[57.1 µM]	-13%	0%	-3%	-5	-4%
COc1ccccc1-c1nc(C#N)c(N2CCN(c3cccc(Cl)c3)CC2)o1	-9%	-7%	-11%	175%[activator]	-13%	0%	0%	-1	154%[activator]
Cc1ccc(NC(=O)CNc2ccccc2CN(C)C2CCCCC2)cc1	-6%	4%	-1%	-5%	-6%	4%	-4%	-14	-6%
CCOC(=O)c1cnc(NCc2ccc(OC)cc2OC)c2ccccc12	-3%	-23%	2%	-8%[57.1 µM]	-14%	12%	8%	1	43%[activator][57.1 µM]
Cc1cccc(Cn2cnc3c(nnn3Cc3ccc(F)cc3)c2=O)c1	0%	-3%	4%	21%	-17%	-4%	-2%	-5	6%
CC(C)Cn1c(-c2ccncc2)n[nH]c1=S	0%	-19%	-7%	-9%[57.1 µM]	-14%	7%	-1%	-10	7%[57.1 µM]
Cc1onc(-c2c(F)cccc2Cl)c1C(=O)Nc1nnc(C(F)(F)F)s1	11%	28%	-10%	40%[activator]	-9%	-9%	-3%	-4	9%
CN(c1ncnc2onc(-c3cccc(Cl)c3)c12)C1CCCCC1	-10%	-8%	-8%	-3%	-23%	-3%	-3%	1	1%
CN(Cc1ccccc1)C(=O)CCC1CCN(S(=O)(=O)N(C)C)CC1	-13%	16%	-24%	23%	2%	0%	0%	-3	0%
CC12CCC(C(=O)Nc3ccccc3-n3cccc3)(CC1=O)C2(C)C (stereo not given)	-4%	34%	-12%	0%[57.1 µM]	1%	-2%	1%	-9	5%[57.1 µM]
O=C(CCCc1nc(-c2ccc(Cl)cc2)no1)NC1CCCC1	8%	1%	-8%	-2%	-20%	0%	-2%	-6	-7%
COc1ccc(CNC(=O)c2cc3c(=O)n(Cc4cccs4)ccc3nc2C)cc1	16%	1%	6%	15%[57.1 µM]	10%	-5%	-5%	-7	11%[57.1 µM]
O=C(CSc1nnc(-c2ccncc2)n1Cc1ccco1)c1ccc(Cl)cc1	2%	-30%	-4%	32µM*	-4%	2%	18%	3	8%
CCOC(=O)c1[nH]c2ccccc2c1NC(=O)Nc1ccc(OC)cc1	0%	-50%	2%	31%[57.1 µM]	-21%	-1%	-5%	-3	-3%
O=C(NCC(=O)N1CCN(c2ccccc2F)CC1)c1ccc(Br)o1	1%	-15%	-11%	10%	0%	-6%	-2%	-3	0%
Cc1[nH]nc(NCCO)c1[N+](=O)[O-]	9%	-19%	-3%	8%[57.1 µM]	-6%	4%	-3%	-1	-7%
Cc1ccc(NC(=O)c2cc3ccccc3cc2O)cc1	5%	-43%	4%	13%	-7%	0%	2%	0	3%
C=CCc1cccc2cc(C(=O)Nc3ccc(F)cc3)c(=O)oc12	5%&-2%	-9%&3%	0%&-6%	19%[11.4 µM]	-9%&-14%	-2%&2%	4%&0%	-5&-2	-2%&-1%
CCOC(=O)N(C)C[C@H]1OCc2cnnn2CCCC(=O)N([C@@H](C)CO)C[C@H]1C	-4%	.	2%	.	?	0%	2%	-6	.
CSCCC(NC(=O)c1ccccc1Br)C(=O)NNC(=O)c1cc(C)oc1C (stereo not given)	-5%	5%	0%	7%	-12%	0%	-2%	-3	-3%
CCOC(CNC(=O)c1cccc([N+](=O)[O-])c1)OCC	-3%	-10%	-2%	14%[57.1 µM]	-3%	-2%	-2%	1	8%
COc1ccccc1N1CCN(Cc2nc(N)nc(Nc3ccc(C)c(Cl)c3)n2)CC1	0%	-4%[11.4 µM]	7%	-19%[57.1 µM]	0%	0%	-5%	-4	-4%[57.1 µM]
COc1ccc(N=Nc2cc(C)ccc2O)cc1	-11%	2%[56.9 µM]	1%	25%[57.1 µM]	-11%	3%	-3%	-3	3%[57.1 µM]
CCCCN1C(C(=O)c2ccccc2)=C(OC(=O)CC)c2ccccc2S1(=O)=O	-2%	0%	-3%	10%	-12%	-8%	-6%	3	-5%
O=S(=O)(c1ccc(F)cc1)c1nc(-c2ccc(F)cc2)oc1NCCN1CCOCC1	2%	13%[11.4 µM]	2%	14%[57.1 µM]	-20%	-6%	-4%	0&5	-8%
CCCC(=O)Nc1c(-c2cccc(C)c2)c(=O)c2ccccc2n1C	0%	-4%	18%	9%	-14%	3%	3%	-4	0%
COc1ccc(C(=O)NC(=S)Nc2ccc3oc(=O)ccc3c2)cc1[N+](=O)[O-]	2%	-30%	-20%	-24%	-18%	2%	-2%	-5	-13%
Cn1c(=O)c2[nH]c(C(O)c3ccc(Cl)cc3)nc2n(C)c1=O (stereo not given)	-1%	-28%	-1%	-17%[11.4 µM]	3%	0%	-5%	5	10%[57.1 µM]
CCOC(=O)c1sc2nc(CSc3ccccc3)nc(N3CCCN(C)CC3)c2c1C	-4%	21%	-4%	0%[57.1 µM]	-15%	-4%	-5%	-15	-7%[57.1 µM]
CC(C)CC(OC(=O)c1cccs1)C(=O)NCc1ccco1 (stereo not given)	-4%	-42%	.	?	-24%	-1%	5%	-1	6%
COC(=O)[C@@]12CCCN1[C@H](c1ccc(-c3ccc(F)cc3)cc1)[C@H]1C(=O)N(C)C(=O)[C@H]12	0%	1%	6%	-3%[57.1 µM]	-21%	-6%	1%	-2	-5%[57.1 µM]
CC(=O)c1ccc(C(=O)N2CCCC(C(=O)c3ccc(Cl)cc3)C2)s1 (stereo not given)	0%	5%	-2%	-12%	-15%	6%	-2%	-4	-13%
Cc1ccc(-c2csc(C3=C(O)CN(NC(=O)c4ccco4)C3=N)n2)cc1	8%	-1%	8%	13%	-20%	4%	2%	-7	2%

Profiles, quoted from the list. Screens in order: mIDH1 inhibitor | RGS4 inh | Vif-APOBEC3F blk | rTrxR1 inhibitor | USP1 inh | Vif-APOBEC3G blk | GRP78 ERSR act | LDHA block | TrxR1 substrate
Results for COC(=O)[C@@]12CCCN1[C@H](c1ccc(-c3ccc(F)cc3)cc1)[C@H]1C(=O)N(C)C(=O)[C@H]12 → 0% | 1% | 6% | -3%[57.1 µM] | -21% | -6% | 1% | -2 | -5%[57.1 µM]
Results for COc1ccc(C(=O)NC(=S)Nc2ccc3oc(=O)ccc3c2)cc1[N+](=O)[O-] → 2% | -30% | -20% | -24% | -18% | 2% | -2% | -5 | -13%

Screening results: PubChem, National Center for Advancing Translational Sciences (NCATS)
